MT1-MMP txn act = activates MT1-MMP transcription | actives 0.16% (n = 86,000) | AID 750 | HT1080 MT1-MMP promoter luciferase reporter, luminescence, overnight; hits give high values | activation factor at 10 µM;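 active = activation factor of at least 2 for MT1-MMP transcription at 10 µM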
HUVEC inhibit = inhibitors of human endothelial cell proliferation; HUVEC proliferation, CellTiter-Glo luminescence, 72 h; hits give low values; actives 1.1% (n = 86,000); viability, % at 10 µM (by protocol);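 active = viability at or below 30%; inactive = viability above 30%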;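 also: 100% = median luminescence of DMSO-only cell control wells on each plate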
ERa coact pot = ER-alpha (human) coactivator binding potentiation; TR-FRET ERalpha-LBD/SRC-Cy5 coactivator binding, 2 h; 100 = basal binding, no effect; AID 639; P03372; coactivator binding (% of control), % at 25.6 µM; actives 1.3% (n = 86,000); in the data active = activity above about 200%;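 also: binding measured in presence of low estradiol as agonist stimulus; 0% = peptide alone without receptor and 100% = receptor with peptide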
ERa coact inh = blocks coactivator binding to human estrogen receptor alpha; TR-FRET ER-alpha LBD / SRC-1 peptide, estradiol-bound; inhibition, % at 25.6 µM; actives 1.7% (n = 86,000); AID 629; in the data active = inhibition above about 50%;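 also: 0% = receptor plus peptide control and 100% = peptide only without receptor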
Lung fibro prol = blocks proliferation of human lung fibroblasts. viability, % at 10 µM. LL 47 human lung fibroblast viability, ATP luminescence; hits give low values. actives 1.1% (n = 85,000);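 active = viability at or below 50% in the single dose screen; inactive = viability above 50%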;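 also: compound exposure lasted 72 h before the ATP readout; 100% = median luminescence of untreated cell-only wells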
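test system = LL 47 human lung fibroblasts | amount = 1,150 fibroblasts seeded per well | medium = 15% FBS in IMEM | times = overnight cell rest, 72 h compound treatment at 37 °C | measured by = CellTiter-Glo luminescence measuring cellular ATP | read-out = viability percentage against median untreated-cell control | benchmarks = cell-only wells, no compound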
H69AR inhibit = blocks growth of human H69AR lung tumor cells; viability, % at 10 µM; actives 6% (n = 85,000); H69AR lung tumor viability, ATP luminescence, 72 h; hits give low values;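 active = viability at or below 40%; inactive = viability above 40%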;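 also: multidrug resistant small cell line overexpressing MRP-1 efflux transporter; 100% = mean luminescence of untreated control wells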
Smad3 FoxH1 inh = Smad3 (human) transcription factor binding inhibition; P84022; TR-FRET Smad3/Dy647-FoxH1 peptide binding, europium anti-His; inhibition, % at 25 µM; actives 0.29% (n = 88,000); AID 630;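 active = compounds that reduce the energy-transfer binding signal between the protein and its labelled peptide by more than half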;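 also: 0% = Smad3 plus labelled peptide maximal FRET and 100% = peptide-only background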
Target sequence (P84022 whole entry, looked up): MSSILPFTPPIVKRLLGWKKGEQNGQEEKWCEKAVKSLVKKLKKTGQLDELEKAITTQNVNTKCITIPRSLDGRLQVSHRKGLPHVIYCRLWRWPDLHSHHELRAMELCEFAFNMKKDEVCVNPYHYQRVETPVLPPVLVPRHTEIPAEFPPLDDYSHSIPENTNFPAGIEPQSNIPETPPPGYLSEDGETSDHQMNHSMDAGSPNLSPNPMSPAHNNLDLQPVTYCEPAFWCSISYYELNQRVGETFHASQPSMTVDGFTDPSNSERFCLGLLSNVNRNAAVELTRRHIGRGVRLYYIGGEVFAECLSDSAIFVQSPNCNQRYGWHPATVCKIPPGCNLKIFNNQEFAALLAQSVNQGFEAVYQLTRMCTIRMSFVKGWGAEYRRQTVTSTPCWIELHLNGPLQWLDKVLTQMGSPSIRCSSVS
Mac1 fbg enh = enhancers of human CD11b/CD18 binding to fibrinogen; P05107+P11215; K562 CD11b/CD18 adhesion to fibrinogen, ATPlite luminescence; activation, % at 10 µM; actives 0.07% (n = 93,000); AID 1499;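 active = 10 µM primary screen giving 50% or more activity, confirmed by 40% or more on retest at that dose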; also: strong numbers were not always called active
ERb SRC1 inh = ER-beta (human) coactivator binding inhibition; actives 1.3% (n = 86,000); Q92731; TR-FRET ER-beta LBD / SRC1-Cy5 peptide binding; receptor agonist-loaded with 1 µM estradiol; inhibition, % at 25.6 µM;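 active = compounds whose percent inhibition of the receptor-coactivator binding signal exceeds about 50% in the single-dose screen, limit read from the data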;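 also: 0% = receptor plus peptide wells without compound and 100% = peptide-only wells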
Target sequence (Q92731 whole entry, looked up, the tested form may be a part): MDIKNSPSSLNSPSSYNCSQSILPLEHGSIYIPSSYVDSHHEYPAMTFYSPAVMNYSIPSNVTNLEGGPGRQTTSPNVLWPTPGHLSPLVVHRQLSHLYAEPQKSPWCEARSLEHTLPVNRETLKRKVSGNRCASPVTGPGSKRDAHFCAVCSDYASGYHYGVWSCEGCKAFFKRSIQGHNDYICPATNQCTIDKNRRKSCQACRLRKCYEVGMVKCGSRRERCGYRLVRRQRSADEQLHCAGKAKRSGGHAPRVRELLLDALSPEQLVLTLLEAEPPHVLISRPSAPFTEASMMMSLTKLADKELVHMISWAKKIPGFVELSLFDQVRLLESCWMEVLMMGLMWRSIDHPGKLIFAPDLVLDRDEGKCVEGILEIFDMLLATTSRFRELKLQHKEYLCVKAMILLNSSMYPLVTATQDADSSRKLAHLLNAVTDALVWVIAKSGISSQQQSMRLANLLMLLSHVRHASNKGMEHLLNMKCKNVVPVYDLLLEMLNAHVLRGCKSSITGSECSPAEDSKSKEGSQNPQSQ
The depositor's hits bear a star; x = no result given; & = joins results of further samples; [ ] = remark or other dose. This is a subset; the hit share may differ from the screen's.

#	Structure	MT1-MMP txn act	HUVEC inhibit	ERa coact pot	ERa coact inh	Lung fibro prol	H69AR inhibit	Smad3 FoxH1 inh	Mac1 fbg enh	ERb SRC1 inh
1	CNC(=O)Oc1ccc2c(c1)C(=O)c1ccccc1CO2	1.5	86	104	18	94	88	7	-2	-5
2	O=C(NCc1cccnc1)NC1CCCCC1	1	97	116	12[fluorescence artefact?]	99	88	-8	-2	0
3	COP(=O)(CC(=O)O)c1ccccc1 (stereo not drawn)	1.1	92	121	-2	96	93	12	-4	-10
4	CCC(=O)Nc1ccc(N2CCN(CC)CC2)c(Cl)c1	1.1	91	96	3	99	93	-7	x	0
5	CC12CN3CN(C1)CC(c1ccccc1)(C3)C2=O	1.1	99	94[fluorescence artefact?]	25	98	95	-4	x	19
6	CNC(C(=O)c1ccccc1)C(OC(C)C)c1ccc(Cl)cc1 (stereo not drawn)	1	77	131	0	94	84	12	x	-9
7	Cc1ccccc1N1C(=O)CC(=O)NC1=O	x	104	111	-3	101	91	3	-4	-5
8	CCOC(=O)C1=C(C)OC(N)=C(C(=O)OCC)C12C(=O)Nc1ccc(Br)cc12 (stereo not drawn)	1.2	96	101	-12	96	73	-6	-1	23
9	O=c1[nH]c(=O)n(CCC2=CCCCC2)c(O)c1C=NCCN1CCNCC1	1.1	100	83	9	98	90	-4	5	2
10	O=C1NC(c2cccnc2)Nc2sc3c(c21)CCCC3 (stereo not drawn)	1.2	96	109[fluorescence artefact?]	-19[fluorescence artefact?]	102	83	12	x	-14
11	CC(C)(C)c1ccc(O)c(CN2CCN(c3ccccc3)CC2)c1	1.1	102	111	29[fluorescence artefact?]	99	92	-1	-3	-7
12	CCCCOc1ccc(CN2CCN(CCO)CC2)cc1	1.1	101	107	-4	102	99	8	2	7
13	CCCCn1c(O)c(C(C)=NC(Cc2c[nH]c3ccccc23)C(=O)OC)c(=O)[nH]c1=O (stereo not drawn)	1.1	74	99	1	101	87	6	2	5
14	Cn1ccnc1P(=S)(c1nccn1C)c1nccn1C	1.1	101	99	2	x	87	6	1	-8
15	CCCC(C)C1(CC)C(=O)NC(=Nc2ccccc2OC)NC1=O (stereo not drawn)	1.3	103	107	-1	99	96	4	-3	1
16	CC12CN3CC(C)(CN(C1)C31CCSCC1)C2=O	1.1	98	121	-9	100	x	-10	x	-6
17	CC(=NCC1CCCO1)c1c(O)n(C)c(=O)n(C)c1=O (stereo not drawn)	1	104	112	-14	97	102	3	-2	-4
18	Cn1c(=O)cc(OCC(=O)N2CCN(C3CCCCC3)CC2)c2ccccc21	1.2	93	124	4	97	93	13	3	-7
19	COC(=O)CSC1=NP(=S)(SCC(=O)OC)N2CCCC2=C1C#N (stereo not drawn)	1.2	89	93	4	93	56	14	1	6
20	OC12Oc3ccccc3C=C1N1CCC2CC1 (stereo not drawn)	1.1	100	97	-10	97	95	0	-3	-3
21	CCOc1ccc(-n2c(O)c(C=NCCN(CC)CC)c(=O)[nH]c2=O)cc1	1	104	96[fluorescence artefact?]	-13[fluorescence artefact?]	101	102	-9	-2	-5[fluorescence artefact?]
22	COC(=O)C(O)(c1c(C)[nH]c2ccccc12)C(F)(F)F (stereo not drawn)	1.2	90	105	-9	90	85	-1	x	-8
23	COc1ccc(CCn2c(O)c(C=NC3CC3)c(=O)[nH]c2=O)cc1OC	1.1	99	113	-5	94	86	-7	0	4
24	COc1ccc(OCC(=O)N2CCN(Cc3c[nH]c4ccccc34)CC2)cc1	1.2	79	113	-11[fluorescence artefact?]	93	75	12	-3	-3
25	CC(C)c1ccc(OCC(=O)N2CCN(C)CC2)c(Br)c1	1.2	87	90	6	95	90	-3	-3	6[fluorescence artefact?]
26	CC(=O)OC1C2CCCC1C(N1CCCC1)CC2 (stereo not drawn)	1.1&1.1	101&90	75&99[fluorescence artefact?]	1&-4	101&91	108&81	-11&-1	1	1&-1
27	CC1CN(O)C2CCc3nonc3C12O (stereo not drawn)	1.1	101	121	2	119	x	-1	-5	1
28	CN1C(=O)C(Cc2c[nH]c3ccccc23)C(=O)N(C)C1=O	1.3	79	82	3	93	58	5	2	9
29	ON1C2CCCCC2N(O)C1c1ccccc1 (stereo not drawn)	1.1	96	107	1	106	97	-12	0	-1
30	CCOC(=O)[C@@]1(C#N)C(c2ccc(Cl)c(Cl)c2)[C@H](C(N)=O)N2C=C(C(C)=O)C=C[C@H]21 (stereo partly drawn)	1.2	96	116	-9	110	95	6	5	-10
31	CC1CCCC(C2(O)C(=O)Nc3ccccc32)C1=O (stereo not drawn)	1.2	98	109[fluorescence artefact?]	-27	98	101	-3	-2	-14[fluorescence artefact?]
32	Cn1c(=O)cc(OCCCC(=O)N2CCC3(CC2)OCCO3)c2ccccc21	1.2	93	99	-4	102	87	8	-3	-3
33	O=C(COc1ccccc1)N1CCN(Cc2c[nH]c3ccccc23)CC1	1.2	97	125	6	98	91	-3	-2	8[fluorescence artefact?]
34	CCn1cc(C(=O)c2cccs2)c2ccccc21	1.1	80	103	5	97	61	11	-6	-4
35	Cn1c[n+](C)cc1C(O)c1ccccc1 (stereo not drawn)	1&1	101&95	97&109[fluorescence artefact?]	-2&-1	97&95	95&83	-14&-1	0	-7&-6[fluorescence artefact?]
36	O=C(NC(Cc1ccccc1)C(=O)N1CCC2(CC1)OCCO2)C1CCCCC1 (stereo not drawn)	1.1	101	113	-1	104	91	-10	x	-1
37	CCN1/C(=C\C=C\C2=[N+](CC)c3ccccc3C2(C)C)C(C)(C)c2ccccc21	0.6	22*	113[fluorescence artefact?]	10[fluorescence artefact?]	8.7*	0.2*	0	-6	-10[fluorescence artefact?]
38	COC(=O)CC1=C(C(=O)OC)C2(C(=O)N(C)c3ccccc32)C(C#N)=C(N)O1 (stereo not drawn)	1.1	101	122	-9	95	103	3	-4	-3[fluorescence artefact?]
39	CCC(=O)c1cc(F)c(N2CCN(CC)CC2)cc1C	1.1	91	111	-7	100	92	7	-3	1
40	CCCCn1c(O)c(C(CC)=NCc2ccco2)c(=O)[nH]c1=O	1.2	102	106	-10	100	77	-6	1	-15
41	COC(=O)[C@@H]1[C@@H](C(=O)OC)C2(c3ccccc3-c3ccccc32)N(c2ccc(Cl)cc2)N1C#N	1.3	2.7*	97	-6	3.3*	0.7*	1	x	-6[fluorescence artefact?]
42	CCOC(=O)C1=C(N)Oc2cc(C)oc(=O)c2C12C(=O)N1c3c(cccc32)C(C)CC1(C)C (stereo not drawn)	1.1	84	111	2	100	90	18	-4	-7
43	O=C1NC(=O)C(CCc2ccncc2)(C2CCCCC2)C(=O)N1	1.1	104	109	6	104	106	12	1	9
44	COc1ccc(OC)c([C@@H](O)[C@H](C)NC(C)(C)C)c1	1.1	100	114	-2	97	99	5	x	3
45	O=C1CC(N2CC=C(c3ccccc3)CC2)C(=O)N1c1ccc(F)cc1 (stereo not drawn)	1.1	101	101	-2	98	102	-6	-3	-7
46	O=P(NS(=O)(=O)c1ccc(Br)cc1)(Oc1ccccc1)Oc1ccccc1	1.4	88	109	-12	95	106	9	0	10
47	COC(=O)C(C)Oc1cc(C)cc2oc(=O)c3c(c12)CCCC3 (stereo not drawn)	1.4	87	108	-6	98	67	-9	-1	-6
48	CN1CCC(n2nccc2N)CC1	1.2	77	130	-9	100	94	-9	6	7
49	COc1ccccc1/C=N/N=C(/N)N[N+](=O)[O-]	1	96	95	-1	106	101	-1	-4	7
50	CCCCOP(=O)(CN1CCOCC1)OCCCC	1.1	106	109	-6	101	98	8	x	-7
51	CC(C)NS(=O)(=O)c1ccc(OCC(=O)N2CCN(C)CC2)cc1	1.1	108	116	-11	94	94	-12	-3	-14
52	COCCOC(=O)C1=C(N)Oc2c(c(=O)oc3ccccc23)C1c1ccncc1 (stereo not drawn)	1	98	130[fluorescence artefact?]	-3	97	92	2	-2	-3
53	Cc1ccc2c(c1)C(c1ccccc1)NCC(=O)N2 (stereo not drawn)	1.1	90	154	8[fluorescence artefact?]	92	85	-1	2	-4[fluorescence artefact?]
54	COc1cc(C2SCC(=O)Nc3c2c(C)nn3-c2ccccc2)cc(OC)c1OC (stereo not drawn)	1.2	100	96	3[fluorescence artefact?]	99	73	12	-9	-2
55	CCCCOc1ccc(CC2C(=O)N(C)C(=O)N(C)C2=O)cc1	1.1	86	56	10	101	89	5	1	-1
56	Cc1nn(C)c(C)c1/C=C1/CC2C3CC=C4CC(O)CCC4(C)C3CCC2(C)C1=O (stereo not drawn)	1.2	101	81	6[fluorescence artefact?]	96	88	-11	x	7[fluorescence artefact?]

By substructure, those above containing a halogen (10)
#	Structure	MT1-MMP txn act	HUVEC inhibit	ERa coact pot	ERa coact inh	Lung fibro prol	H69AR inhibit	Smad3 FoxH1 inh	Mac1 fbg enh	ERb SRC1 inh
4	CCC(=O)Nc1ccc(N2CCN(CC)CC2)c(Cl)c1	1.1	91	96	3	99	93	-7	x	0
6	CNC(C(=O)c1ccccc1)C(OC(C)C)c1ccc(Cl)cc1 (stereo not drawn)	1	77	131	0	94	84	12	x	-9
8	CCOC(=O)C1=C(C)OC(N)=C(C(=O)OCC)C12C(=O)Nc1ccc(Br)cc12 (stereo not drawn)	1.2	96	101	-12	96	73	-6	-1	23
22	COC(=O)C(O)(c1c(C)[nH]c2ccccc12)C(F)(F)F (stereo not drawn)	1.2	90	105	-9	90	85	-1	x	-8
25	CC(C)c1ccc(OCC(=O)N2CCN(C)CC2)c(Br)c1	1.2	87	90	6	95	90	-3	-3	6[fluorescence artefact?]
30	CCOC(=O)[C@@]1(C#N)C(c2ccc(Cl)c(Cl)c2)[C@H](C(N)=O)N2C=C(C(C)=O)C=C[C@H]21 (stereo partly drawn)	1.2	96	116	-9	110	95	6	5	-10
39	CCC(=O)c1cc(F)c(N2CCN(CC)CC2)cc1C	1.1	91	111	-7	100	92	7	-3	1
41	COC(=O)[C@@H]1[C@@H](C(=O)OC)C2(c3ccccc3-c3ccccc32)N(c2ccc(Cl)cc2)N1C#N	1.3	2.7*	97	-6	3.3*	0.7*	1	x	-6[fluorescence artefact?]
45	O=C1CC(N2CC=C(c3ccccc3)CC2)C(=O)N1c1ccc(F)cc1 (stereo not drawn)	1.1	101	101	-2	98	102	-6	-3	-7
46	O=P(NS(=O)(=O)c1ccc(Br)cc1)(Oc1ccccc1)Oc1ccccc1	1.4	88	109	-12	95	106	9	0	10
